Screens from PubChem.
proCasp7 act – counter-screen for procaspase-3 activators: activators of human procaspase-7; P55210; recombinant procaspase-7, Ac-DEVD-pNA absorbance 405 nm; D23A/D198A/D206A triple mutant, cannot self-cleave; scale: DMSO 0, 5 µM enzyme 100; activation, % at 8.5 µM; hit rate 0.093% among 330,000; AID 463210;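 active means percent activation above the screen-wide mean plus 3 SD, cut at about 25% in these data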
Target sequence (P55210 whole entry D23A/D198A/D206A): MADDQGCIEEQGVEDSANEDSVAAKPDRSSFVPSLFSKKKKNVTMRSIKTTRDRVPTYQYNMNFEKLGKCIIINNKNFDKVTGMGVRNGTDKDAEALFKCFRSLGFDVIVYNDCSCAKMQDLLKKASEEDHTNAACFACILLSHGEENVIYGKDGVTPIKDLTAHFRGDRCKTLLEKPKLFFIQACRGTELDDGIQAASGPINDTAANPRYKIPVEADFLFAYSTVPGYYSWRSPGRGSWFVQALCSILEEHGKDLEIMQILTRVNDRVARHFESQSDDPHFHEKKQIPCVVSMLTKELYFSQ
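Assay system – Uncleavable procaspase-7 mutant enzyme · Quantity – 2 µM procaspase-7 mutant as dispensed · Times – 1 h preincubation, 2 h reaction · Dosing – single nominal 8.5 µM compound dose, 0.8% DMSO final · Buffer or medium – Zinc-free 50 mM HEPES buffer, pH 7.4, with NaCl and Triton X-100 · Detection – Epi-absorbance of released pNA at 405 nm, two timepoints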
PP5 inh – PP5 (human) phosphatase inhibition; P53041; inhibition, % at 6.7 µM; AID 1987; hit rate 0.18% among 320,000; purified PP5c, OMFP substrate fluorescence;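 active means inhibition above the campaign's mean inhibition across all tested compounds plus 3 SD, cut at about 9.5% in these data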;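 further: 0% = DMSO only and 100% = 100 µM cantharidin control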
TPT1 inhibitor – C. albicans TPT1 enzyme inhibition | recombinant caTPT1, FP RNA substrate dephosphorylation | inhibition, % at 5 µM | hit rate 0.81% among 300,000;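 active means inhibition above the mean of all tested compounds plus 3 SD, set per screening campaign, cut at about 24% in these data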;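 further: plate controls were DMSO alone for no effect and ferristatin control at 100 nM for full effect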
Fh CTSL1 inh – cathepsin L1 inhibition, PFM18AAP counter-screen | recombinant F. hepatica cathepsin L1, Z-Leu-Arg-MCA fluorescence | inhibition, % at 5.96 µM | hit rate 0.49% among 300,000 | AID 1906;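 active means inhibition above the mean of all tested compounds plus 3 SD, set per screening campaign, cut at about 17% in these data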;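 further: 0% = plate median of test compound wells and 100% = 1 µM Z-Phe-Ala-diazomethylketone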
JMJD2C inh – human JMJD2C demethylase inhibition; Q9H3R0; GST-JMJD2C(1-420) H3K9me3 demethylation, DELFIA europium; inhibition, % at 2.35 µM; hit rate 0.069% among 330,000;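 active means more than half of a compound's replicate wells show inhibition beyond 50%, single wells judged on their own value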;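 further: signal counts dimethyl H3K9 product captured on neutravidin plate; 0% = median of DMSO wells and 100% = 0.3 times that DMSO median; strong numbers were not always called active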
Target sequence (Q9H3R0 1-420 limits assumed): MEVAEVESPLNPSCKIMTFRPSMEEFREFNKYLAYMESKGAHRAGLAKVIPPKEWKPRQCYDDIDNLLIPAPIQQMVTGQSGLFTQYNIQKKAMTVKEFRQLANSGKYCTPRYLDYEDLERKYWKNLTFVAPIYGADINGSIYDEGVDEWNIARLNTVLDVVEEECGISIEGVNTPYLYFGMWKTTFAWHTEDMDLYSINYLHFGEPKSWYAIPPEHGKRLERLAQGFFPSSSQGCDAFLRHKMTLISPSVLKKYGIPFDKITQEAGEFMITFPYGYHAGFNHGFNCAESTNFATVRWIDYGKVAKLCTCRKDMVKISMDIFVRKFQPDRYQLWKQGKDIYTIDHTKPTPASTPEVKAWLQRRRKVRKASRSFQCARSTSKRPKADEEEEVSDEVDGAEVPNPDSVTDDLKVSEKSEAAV
PP1 inh – PP1-alpha (human) inhibition in PP5 counter-screen. hit rate 0.9% among 320,000. AID 2235. inhibition, % at 6.7 µM. purified PP1alpha, OMFP fluorescence;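 active means inhibition above the mean inhibition of all tested compounds plus 3 SD, computed separately for each screening campaign, cut at about 15% in these data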
Efflux pump mplx – inhibitors of Candida antifungal efflux pumps expressed in yeast; S. cerevisiae Candida pump triplex, Nile Red efflux; AID 485275; hit rate 0.44% among 330,000; inhibition, % at 10 µM;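 active means plate passing quality check with inhibition over a set limit, or well fluorescence over plate mean plus 4 SD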;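 further: Nile Red retained in pooled yeast measured as flow cytometry median fluorescence; 0% = buffer negative control and 100% = Enniatin B positive control; higher means more Nile Red kept so more efflux inhibition; some compounds called inactive have numbers as strong as hits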
proCasp3 act – procaspase-3 (human) activation | P42574 | recombinant procaspase-3 D3A, Ac-DEVD-pNA absorbance 405 nm | activation, % at 8.5 µM | hit rate 0.11% among 330,000 | AID 463141;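 active means activation above the mean of all tested compounds plus 3 SD, cut at about 21% in these data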;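 further: 0% = DMSO alone and 100% = DMSO wells spiked with extra 5 µM PC-3 D3A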
Target sequence (P42574 whole entry D9A/D28A/D175A): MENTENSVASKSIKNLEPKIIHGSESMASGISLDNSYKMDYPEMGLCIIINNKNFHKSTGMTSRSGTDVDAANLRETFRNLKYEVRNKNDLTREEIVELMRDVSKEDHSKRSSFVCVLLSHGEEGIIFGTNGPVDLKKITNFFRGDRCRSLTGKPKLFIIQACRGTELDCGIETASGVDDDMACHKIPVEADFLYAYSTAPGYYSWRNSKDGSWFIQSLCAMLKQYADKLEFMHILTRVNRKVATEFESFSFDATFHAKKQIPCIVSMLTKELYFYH
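Assay system – Procaspase-3 D3A mutant · Benchmarks – DMSO low control, extra-enzyme high control · Technique – 405 nm absorbance of p-nitroaniline, reads at 0 and 120 min · Doses – 8.5 µM nominal · Measure – % activation between DMSO and enzyme-spiked controls · Also added – Ac-DEVD-pNA chromogenic peptide substrate · Schedule – 1 h compound preincubation, 2 h substrate hydrolysis at 25 °C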
HCV core dimer – blocks dimerization of HCV core protein; TR-FRET GST/Flag-core106 dimerization, 1536-well; inhibition, % at 5 µM; hit rate 0.33% among 300,000; AID 1899;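 active means inhibition above the mean of all tested compounds plus 3 SD, set per screening campaign, cut at about 45% in these data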
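System – GST-tagged and Flag-tagged HCV core protein residues 1-106 · Repeats – one well for each compound · Technique – TR-FRET 671 and 617 nm emission · Doses – one concentration, 5 µM, in 0.5% DMSO · Times – 4 h, 22.5 °C incubation · Also added – Eu donor and XL665 acceptor anti-tag antibodies · Measure – percent inhibition of core106 dimerization signal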
Active calls of the source: *; x = no result given; & = joins results of further samples.

#	SMILES	Efflux pump mplx	proCasp3 act	TPT1 inhibitor	PP1 inh	JMJD2C inh	Fh CTSL1 inh	proCasp7 act	HCV core dimer	PP5 inh
1	Cn1c(=O)c2c(nc(N3CCCCCC3)n2CC(O)COc2ccc(Cl)cc2)n(C)c1=O (stereo unspecified)	0.1	3	1	-6	4	4	6	1	8.3
2	O=C(NC1CCCC1)c1ccc(COCC(F)(F)C(F)F)o1	0.0	2	-2	0	-1	0	3	-2	-0.6
3	O=C(CSc1nccc(=O)[nH]1)NC1CCCCCCC1	0.1	14	x	x	-1	x	10	x	x
4	Cc1ccccc1N(CC(=O)NC1CCCCC1)C(=O)CCC(=O)Nc1nccs1	0.2	-1	0	17*	5	-1	-4	2	-0.7
5	O=C(CSc1ncnc2c1nnn2Cc1ccc(F)cc1)NC1CCCCC1	0.1	-4	7	-2	-31	-2	7	0	2.4
6	CCOc1ccccc1NC(=O)C(=O)N/N=C/c1ccc([N+](=O)[O-])cc1	-0.3	-3	-3	1	-2	-3	4	-1	0.0
7	COc1ccc(/C=N/Nc2ncc(C(F)(F)F)cc2Cl)c(OC)c1OC	-0.2	-7	0	1	3	1	10	1	1.6
8	COC(=O)C1CC(O)CN1C(=O)Nc1ccccc1 (stereo unspecified)	-0.1	2	1	-4	-4	-1	-8	-4	-0.6
9	CC(C)CCNC(=O)C1CCN(Cc2cccc(OCc3ccccc3)c2)CC1	0.0	2	-3	4	-7	0	-10	3	4.0
10	CC(C)CCN1NC2(CCC(C)CC2)NC1=S (stereo unspecified)	0.4	0	2	-5	24	5	-8	0	-0.6
11	C=CCNC(=O)COC(=O)c1ccc(C)c(NC(=O)c2ccco2)c1	0.0	6	0	-3	1	0	5	3	0.9
12	COc1ccc(NC(=O)CSc2nnc(CN3CCOCC3)n2C)cc1Cl	-0.1	-3	-2	-1	-10	-1	-4	-12	-1.4

Next part
#	SMILES	Efflux pump mplx	proCasp3 act	TPT1 inhibitor	PP1 inh	JMJD2C inh	Fh CTSL1 inh	proCasp7 act	HCV core dimer	PP5 inh
13	CCCCc1ccc(C(=O)NC(C(=O)O)C(C)C)cc1 (stereo unspecified)	0.0	10	-5	-1	-1	6	3	3	-1.3
14	CCNC(=O)NC(=O)C(C)Oc1ccc(Br)cc1Br (stereo unspecified)	-0.1	8	4	-2	-11	6	5	4	-0.8
15	COc1ccc(NC(=O)C2CCN(S(=O)(=O)c3ccc4c(c3)CC(C)N4C(C)=O)CC2)c(OC)c1 (stereo unspecified)	0.0	3	-3	1	5	-1	-4	-6	2.4
16	Cc1ccccc1C(=O)N1CCC(C(=O)NC2CCCCCC2)CC1	-0.1	-4	-4	-10	10	16	-4	-13	-4.5
17	O=C(O)C1CCN(c2c([N+](=O)[O-])cc(C(F)(F)F)cc2[N+](=O)[O-])CC1	-0.1	4	4	-2	4	-2	15	0	2.9
18	COc1ccc(-c2cn(Cc3ccc([N+](=O)[O-])cc3)nn2)cc1	0.0	-1	-10	6	-7	1	1	-19	-0.2
19	COc1cccc(CNC(=O)CCCC(=O)Nc2cccc([N+](=O)[O-])c2)c1	0.0	-3	1	0	-4	-4	0	4	0.1
20	O=C(CCCCN1CCCCC1)c1ccc2c(c1)Cc1ccccc1-2	0.0	3	0	0	-6	-2	-5	2	-2.4
21	CCn1c(C)c(P(c2ccccc2)c2ccccc2)[n+]2ccccc12	0.1	-2	-1	-2	1	-1	10	1	2.4
22	Cn1cc(CN2CCN(CCc3ccccc3)C(CCO)C2)cn1 (stereo unspecified)	0.0	7	1	-3	-4	-1	6	-13	3.2
23	CCOc1ccc(-c2nc(S(=O)(=O)c3ccccc3)c(N3CCC(C(N)=O)CC3)o2)cc1	1.9	0	0	-4	-3	5	-1	-3	3.8
24	Cc1ccc(S(=O)(=O)NC(=S)NC2CCCCC2)cc1	0.0	-2	0	3	7	-3	1	-2	-0.1

Quoted from the listing:
For HCV core dimer, no. 24 has -2
For HCV core dimer, no. 21 has 1

Further results.
#	SMILES	Efflux pump mplx	proCasp3 act	TPT1 inhibitor	PP1 inh	JMJD2C inh	Fh CTSL1 inh	proCasp7 act	HCV core dimer	PP5 inh
25	Cc1ccc(-c2ccc3nnc(SCC(=O)NCC4CCCO4)n3n2)cc1 (stereo unspecified)	0.1	-2	0	-4	4	2	11	3	0.1
26	N=c1c2c(-c3ccccc3)c(-c3ccccc3)n(Cc3ccccc3)c2ncn1CCCn1ccnc1	0.1	-2	2	15*	-10	-1	6	0	2.4
27	CC1CC(C)CN(C(=O)CN2CCN(Cc3ccc(Cl)cc3)C2=O)C1 (stereo unspecified)	0.2	-3	0	-1	-14	1	8	-1	-1.3
28	C/C(=N\NC(=S)NC(C)C)c1ccc2c(c1)OCCO2	-0.1	-2	-2	-3	8	2	6	-5	-0.2
29	COC(=O)c1cc(C(=O)Cc2ccccc2)c[nH]1	0.0	-3	1	-5	7	1	8	-4	-0.6
30	Cc1ccc(NCC(=O)N/N=C\c2cccc(O)c2)cc1	0.1	8	3	-2	1	-6	-3	-18	2.9
31	COc1cccc(N(CC(=O)N2CCOCC2)S(C)(=O)=O)c1	0.3	-7	-1	0	-6	-4	0	0	2.0
32	CCOC(=O)N1CCN(C(=O)COC(=O)c2oc3ccc(OC)cc3c2C)CC1	-0.2	7	0	-3	-1	-4	12	2	1.8
33	CN(C)S(=O)(=O)c1cccc(-n2sc3ccccc3c2=O)c1	136*	-27	0	-7	x	2	-37	-2	1.4
34	COc1ccc(OCC(O)CNC(C)c2ccccc2)cc1 (stereo unspecified)	-0.3	-12	-2	3	4	-1	1	-3	-0.5
35	CO/N=C/c1ccc(N2CCN(C(=O)c3ccc(C)cc3)CC2)c([N+](=O)[O-])c1	0.1	-6	2	2	5	0	-7	14	1.6
36	COc1ccccc1NC(=O)COC(=O)C1=NN(c2ccccc2)C(=O)CC1	0.0	2	x	x	11	x	10	x	x

Next structures:
#	SMILES	Efflux pump mplx	proCasp3 act	TPT1 inhibitor	PP1 inh	JMJD2C inh	Fh CTSL1 inh	proCasp7 act	HCV core dimer	PP5 inh
37	COc1cc(O)c2c(c1)OC(c1ccc(O)cc1)CC2=O (stereo unspecified)	0.0	6	-3	-4	6	3	-1	3	3.2
38	CCN(CC)c1nc(C)c2c(c1C#N)CC(C)(C)OC2	0.1	5	1	0	7	1	-1	-1	3.8
39	COC(=O)C1C(=O)c2c([nH]c(C(=O)OCCOC(C)C)c2C)CC1C (stereo unspecified)	0.3	1	-1	2	0	-3	-3	0	0.0
40	C/C(=N\NC(=O)c1nnn(-c2nonc2N)c1-c1ccc2c(c1)OCO2)c1ccccc1	0.2	4	1	4	5	-4	-8	-8	2.3
41	C=CCOC(=O)C1=C[C@H](c2csc3ccccc23)C[C@H](OCCCCO)O1	0.0	-3	0	7	10	0	0	8	0.4
42	COc1ccc(S(=O)(=O)N2CC(O)CC2C(=O)OCC(=O)Nc2ccc(Cl)cn2)cc1 (stereo unspecified)	0.0	-9	-1	-2	11&-2	-10	2	-8	0.4
43	Cc1cc(C)c(NC(=S)N(CCCN2CCOCC2)Cc2cccnc2)c(C)c1	-0.1	6	0	-4	4	-1	3	1	-0.2
44	CC(C)(Oc1ccc(Cl)cc1)C(=O)Nc1cccc(S(=O)(=O)NC2=NCCC2)c1	0.0	3	x	-1	4	x	-8	x	0.6
45	Cc1cc(S(=O)(=O)NC2CCCC2)ccc1-n1cnnn1	-0.2	-5	-3	4	-7	-1	4	-10	1.6
46	CCCCN(C)c1ccc([N+](=O)[O-])cc1	0.4	-30	3	0	-3	6	-8	-6	4.0
47	CC(C)C[C@H](NC(=O)c1nc[nH]c1C(=O)NC1CCNCC1)C(=O)OCc1ccccc1	x	9	-3	2	3	1	-6	-8	3.4
48	COc1ccc(Cl)cc1N1Cc2ccccc2C1	0.2	6	5	-1	4	-8	-5	17	-0.2

Carrying on.
#	SMILES	Efflux pump mplx	proCasp3 act	TPT1 inhibitor	PP1 inh	JMJD2C inh	Fh CTSL1 inh	proCasp7 act	HCV core dimer	PP5 inh
49	COc1cccc2c(=S)c(CCC(C)=O)c(C)[nH]c12	-0.1	-15	0	-2	9	1	-3	28	-0.2
50	COc1ccc(-c2noc(CN(Cc3nccn3C)C(C)C)n2)cc1	0.1	8	1	-3	-1	1	10	0	1.1
51	CC1CCCCN1C(=O)c1cccc(NC2=C(Cl)C(=O)N(Cc3ccccc3)C2=O)c1 (stereo unspecified)	0.6	-3	x	3	2	x	-10	x	5.7
52	CCc1noc(C)c1C(=O)OCC(=O)Nc1cccc(C)c1	-0.1	6	x	3	-2	x	-1	x	3.5
53	COc1ccc(S(=O)(=O)N2CCCC2CNC(=O)C(=O)Nc2ccc(F)cc2)cc1 (stereo unspecified)	0.0	6	0	-4	38	-2	7	2	2.0
54	Cc1cc2c(=O)n(C)c(SCC(=O)Nc3ccccc3C)nc2s1	0.0	1	0	1	0	0	-7	2	2.8

An excerpt from above, limited to PP1 inh, JMJD2C inh and Efflux pump mplx.
no. | mol | PP1 inh | JMJD2C inh | Efflux pump mplx
54 | Cc1cc2c(=O)n(C)c(SCC(=O)Nc3ccccc3C)nc2s1 | 1 | 0 | 0.0
53 | COc1ccc(S(=O)(=O)N2CCCC2CNC(=O)C(=O)Nc2ccc(F)cc2)cc1 (stereo unspecified) | -4 | 38 | 0.0
49 | COc1cccc2c(=S)c(CCC(C)=O)c(C)[nH]c12 | -2 | 9 | -0.1
52 | CCc1noc(C)c1C(=O)OCC(=O)Nc1cccc(C)c1 | 3 | -2 | -0.1
51 | CC1CCCCN1C(=O)c1cccc(NC2=C(Cl)C(=O)N(Cc3ccccc3)C2=O)c1 (stereo unspecified) | 3 | 2 | 0.6
